# MBNL1-CUG inh: blocks human MBNL1 binding to CUG repeat RNA; Q9NR56; TR-FRET MBNL1-His/biotin-(CUG)12 binding, 665/545 ratio; Potency, µM (titrated, usually from 57.5 µM), inactives show top-dose activity change, negative = inhibition, hits mostly inhibitors; hit rate 0.036% among 280,000; active = well fitted inhibition curve with a large enough effect in the signal ratio, with a control signal flat, not every such curve was filed as active; inconclusive = small, poorly fitted or top-dose-only effect, or effect the other way, or a change in a side signal; inactive = no such curve, though single readings can be large or run the other way; the % refers to the signal ratio; note: % is set by controls: 0 for no effect and ±100 for the full control effect
# Target sequence (Q9NR56 whole entry, looked up): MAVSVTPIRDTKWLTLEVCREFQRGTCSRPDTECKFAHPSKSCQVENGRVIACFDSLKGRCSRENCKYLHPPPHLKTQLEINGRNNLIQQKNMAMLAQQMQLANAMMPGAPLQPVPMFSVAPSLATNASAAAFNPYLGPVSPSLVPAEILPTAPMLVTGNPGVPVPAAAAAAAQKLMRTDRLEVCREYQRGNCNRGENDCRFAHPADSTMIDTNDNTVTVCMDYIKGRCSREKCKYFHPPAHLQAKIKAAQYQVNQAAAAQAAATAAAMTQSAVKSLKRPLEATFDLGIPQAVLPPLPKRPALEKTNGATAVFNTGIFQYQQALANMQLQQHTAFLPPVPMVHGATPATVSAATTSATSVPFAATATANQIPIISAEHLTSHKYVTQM
#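 Compound titration spanned 92 nM–58 uM against the MBNL1-His/biotin-(CUG)12 complex. After 60 min at room temperature with 5 nM streptavidin-XL665 and 0.055 ng/ul terbium anti-His, ratiometric 665/545 nm emission (Ex 340 nm) normalized to controls.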
# p53 reactivation: restores transcriptional activity of mutant p53. H1299 p53-A138V BP100-luciferase reporter, luminescence, 24 h. Potency, µM (highest dose often 92.2 µM), without a hit: top-dose activity change, positive = activation, actives largely listed as activators. hit rate 0.063% among 320,000. AID 504706; note: % of control where 0% means no effect; nearly all actives have a fitted effect of over 45% in size
#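 p53-null H1299 cells stably carrying temperature-sensitive p53-A138V and a BP100-luciferase reporter were pinned with compounds (4-point, 1:5 series) and held 24 hrs at 37 deg C. Luminescence was read 10 min after detection reagent.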
# FLuc modulator: counter-screen for miR-21 project: firefly luciferase inhibitors or activators | P08659 | purified FLuc, Km substrates, luminescence inhibition | Potency, µM (top dose mostly 57.5 µM), inactives show top-dose activity change, negative = inhibition, usual class: inhibitors | hit rate 6.9% among 360,000 | AID 588342;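 note: plate controls were vehicle for no effect and reference inhibitor for full effect; nearly all actives have a fitted effect of over 55% in size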
# Target sequence (P08659 whole entry, looked up): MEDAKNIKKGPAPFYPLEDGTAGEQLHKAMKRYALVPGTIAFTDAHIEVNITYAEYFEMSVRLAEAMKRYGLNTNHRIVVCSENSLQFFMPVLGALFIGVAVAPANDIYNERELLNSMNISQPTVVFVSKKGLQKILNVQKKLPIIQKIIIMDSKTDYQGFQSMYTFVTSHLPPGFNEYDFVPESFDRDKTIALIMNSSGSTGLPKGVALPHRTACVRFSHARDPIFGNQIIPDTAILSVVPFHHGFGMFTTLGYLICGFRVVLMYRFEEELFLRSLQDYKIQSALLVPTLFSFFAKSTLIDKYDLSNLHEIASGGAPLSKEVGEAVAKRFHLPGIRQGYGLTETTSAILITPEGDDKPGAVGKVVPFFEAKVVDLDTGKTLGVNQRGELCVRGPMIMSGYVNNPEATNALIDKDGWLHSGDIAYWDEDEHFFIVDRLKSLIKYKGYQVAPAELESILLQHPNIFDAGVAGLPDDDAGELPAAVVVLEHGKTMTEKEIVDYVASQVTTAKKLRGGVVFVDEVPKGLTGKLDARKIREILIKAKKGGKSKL
#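 Biochemical qHTS of compounds, final roughly 60 µM downward over six points, against 10 nM purified firefly luciferase using Km concentrations of substrates (10 uM D-luciferin, 10 uM ATP) in Tris acetate pH 7.5 buffer; luminescence output.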
# NPC1 prom act: NPC1 promoter activation; Huh7 NPC1 promoter luciferase reporter, 24 h; Potency, µM (top dose mostly 9.22 µM), without a hit: top-dose activation, actives largely listed as activators; hit rate 2.4% among 320,000; AID 485313;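 note: % of control where 0% means no effect; nearly all actives have a fitted effect of over 60% in size; reporter is driven by a mutant NPC1 promoter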
#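 Luminescence read-out of NPC1 promoter-driven luciferase in stably transfected Huh7 cells; compounds delivered in DMSO and left 24 h at 37C, 5% CO2, qHTS titration format.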
# uPA surface inh: cell surface uPA generation inhibition; hit rate 0.31% among 330,000; Potency, µM (highest dose often 38.3 µM), inactives show top-dose activity change, negative = inhibition, actives largely listed as inhibitors; cell surface uPA generation assay, qHTS; active = well fitted inhibition curve with a large enough effect; inconclusive = small, poorly fitted or top-dose-only effect; inactive = no such curve, though single readings can be large or run the other way; tested in mouse RAW 264.7 cells; note: % is set by controls: 0 for no effect and ±100 for the full control effect; nearly all actives have a fitted effect of over 55% in size
# RORgamma inh: inhibitors of mouse ROR gamma transcriptional activity; P51450; Drosophila S2 Gal4-RORgamma UAS-luciferase reporter, 20 h; Potency, µM (highest dose often 53.6 µM), inactives show at the highest dose activity change, negative = inhibition, most hits filed as inhibitors; hit rate 5.4% among 310,000; note: % is set by controls: 0 for no effect and ±100 for the full control effect; nearly all actives have a fitted effect of over 60% in size
#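 Drosophila Schneider cells stably carrying a metallothionein-driven Gal4 DBD–ROR gamma fusion and a UAS-Photinus luciferase reporter were exposed to compound for 1 hr, then induced with copper sulfate (700 uM final) for 20 hr at ambient temperature before luminescence reading.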
# Gal4-VP16 FLuc: counter-screen for ROR gamma inhibitors: Gal4-VP16 reporter; Drosophila S2 Gal4-VP16 UAS-luciferase, luminescence, 20 h; Potency, µM (series often up to 53.6 µM), for the others: at the highest dose activity, negative = inhibition, hits mostly inhibitors; hit rate 3.5% among 310,000;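 note: Gal4-VP16 expression switched on by copper sulfate through the metallothionein promoter; % is set by controls: 0 for no effect and ±100 for the full control effect; nearly all actives have a fitted effect of over 50% in size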
# CXXC DNA block: MLL CXXC-DNA interaction inhibition. Q03164. MLL-CXXC / FITC-HOXA9 DNA fluorescence polarization. Potency, µM (doses to about 115 µM), inactives show at the top dose activity change, negative = inhibition, hits mostly inhibitors. hit rate 0.037% among 290,000; active = well fitted inhibition curve with a large enough effect in the polarisation, with a control signal flat, not every such curve was filed as active; inconclusive = small, poorly fitted or top-dose-only effect, or effect the other way, or a change in a side signal; inactive = no such curve, though single readings can be large or run the other way; the % refers to the polarisation
#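 Fluorescence polarization: 7 uM MLL-CXXC (stock) preincubated 5 min with compounds, then 50 nM fluorescein-HOX-A9 DNA (stock) added; 30 min ambient. Buffer 50 mM Tris-HCl pH 7.5, 50 mM NaCl, 1 mM DTT, 0.05% BSA.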
# ELG1 genotoxic: inducers of genotoxicity in HEK293T ELG1-luciferase cells | Potency, µM (top dose mostly 46 µM), inactives show at the top dose activity change, positive = activation, usual class: activators | hit rate 1.3% among 330,000 | HEK293T ELG1-luciferase reporter, luminescence, 16 h; note: % of control where 0% means no effect; nearly all actives have a fitted effect of over 60% in size
#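 16 hr compound incubation (37 °C, 5% CO2) of HEK293T cells carrying luciferase-tagged ELG1; luciferase then measured by ONE-Glo luminescence after 30 min at RT.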
# Rab9 prom act: Rab9 promoter activation; AID 485297; Huh7 Rab9 promoter-luciferase reporter, luminescence, 24 h; Potency, µM (doses to about 9.22 µM), without a hit: top-dose activation, negative = inhibition, hits mostly activators; hit rate 2.8% among 320,000; note: % of control where 0% means no effect; nearly all actives have a fitted effect of over 60% in size
#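 Cell-based reporter: Huh7 stable for Rab9 promoter-driven luciferase, plated in reduced-serum medium with 10% FBS at 1500 cells/well, compound-treated 24 h at 37 °C, luminescence read after 10 min reagent.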
# BRCA1 expr up: BRCA1 expression activation. Potency, µM (titrated, usually from 46.1 µM), without a hit: top-dose activation, actives largely listed as activators. hit rate 1.1% among 380,000. MCF7-BRCA1-FFLuc reporter, luminescence, 48 h; response scale: scaled: vehicle 0%, 10 µM genistein 100%; note: nearly all actives have a fitted effect of over 80% in size; some results filed as inactive show a strong effect at the top dose
#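 Cells: MCF7-BRCA1-FFLuc, 2000/well. Exposure: 48 h, 37 °C, 5% CO2. Read: luminescence, 15 min post-substrate. Controls: genistein 10 microM (maximal activation), DMSO (neutral).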
# Active calls of the source: *; ? = inconclusive; . = not tested or not shown; [ ] = dose if it differs, or a comment. Unless noted, calls come from the whole dose curve; as a rule, active = well fitted curve in the direction sought with a large enough effect; inconclusive = small, poorly fitted or top-dose-only effect, or another doubt; inactive = no such curve, though single readings can be large; an effect the other way counts as inactive or inconclusive. Potency is the fitted concentration of half-maximal effect. Not all compounds are listed; rates above refer to the full screens.
Molecule,MBNL1-CUG inh,p53 reactivation,FLuc modulator,NPC1 prom act,uPA surface inh,RORgamma inh,Gal4-VP16 FLuc,CXXC DNA block,ELG1 genotoxic,Rab9 prom act,BRCA1 expr up
COc1cccc(C(C(=O)NC2CCCC2)N(C(=O)c2ccco2)C2CC2)c1OC (configuration not stated),3%,-5%,2%,-2%,7%,-6%,-2%,3%,-3%,0%,-20%
O=C(NCc1ccccc1)c1cccnc1N1CCOCC1,12%,5%,3%,-3%,0%,43%,-10%,11%,1%,-4%,1%
COc1cc(/C=C/C(=O)O)ccc1OS(=O)(=O)c1c(C)c(C)cc(C)c1C,.,-7%,2%,-2%,-6%,.,.,.,3%,3%,6%
O=C(Nc1cccc(S(=O)(=O)C(F)F)c1)c1ccc(S(=O)(=O)N2CCCC2)cc1,-4%,-3%,3%,-6%,-6%,?,-1%,-19%,-16%,1%,-77%[inhibitor]
CC(C)c1ccc(OCC(=O)NCCO)cc1,3%,?,?,17%,1%,4%,3%,-6%,18%,?,-6%
COCCNC(=S)N1CCC(C(=O)c2ccc3c(c2)OCCO3)CC1,-18%,11%,-16%,19%,1%,29%,-6%[10 µM],12%,4%,0%,36%
CCN(CC(=O)O)S(=O)(=O)c1cc(Cl)ccc1Cl,-2%,2%,4%,-2%,-2%,5%,4%,5%,8%,0%,2%
CSCCC(NC(=O)C1CC1)c1nc2ccccc2[nH]1 (configuration not stated),1%,-3%,3%,1%,3%,-17%,-3%,2%,0%,-6%,-20%
COc1ccc(-c2nnc(NC(=O)c3c(OC)cccc3OC)s2)cc1,41%[activator],-2%,?,4%,?,42%,-1%,-4%,-2%,3%,-19%
CC(=O)Nc1ccc(N2CCOCC2)c(C(=O)Nc2cccc(C)c2)c1,1%,-7%,0%,0%,.,10%,7%,7%,8%,-9%,0%
CCOC(=O)c1cnc2nc(Cc3ccccc3)[nH]n2c1=O,4%,1%,-9%,2%,13%,-12%,1%,7%,-1%,17%,-3%
COC(=O)COc1ccc(=O)n(-c2ccccc2)n1,10%,2%,-1%,-3%,-2%,-14%,-1%,-6%,4%,-2%,-12%
O=C(CSc1nnc(CNC(=O)c2ccc(F)cc2)o1)NCc1ccc(F)cc1,4%,9%,-3%,-6%,6%,2%,5%,24%,3%,8%,-3%
COc1cccc(N2CCN(CC(=O)Nc3ccc(-n4cnnn4)cc3)CC2)c1,-7%,-4%,0%,0%,-2%,-26%,-4%,7%,5%,4%,0%
COC(=O)CNC(=O)c1cc(-c2ccncc2)nc2ccccc12,?,-6%,-3%,3%,0%,6%,0%,3%,-5%,-3%,-15%
Cc1cc(OCC(=O)OCC(=O)c2ccc[nH]2)ccc1Cl,.,8%,?,3%,1%,.,.,.,-1%,-1%,12%
CCn1c(SC(C)C(=O)Nc2ccc3c(c2)OCCO3)nnc1C1CC1 (configuration not stated),.,5%,24µM*,0%,-25%,.,.,.,0%,2%,15%
COc1ccc(N2CCn3c2nc2c3c(=O)n(CCCc3ccccc3)c(=O)n2C)cc1,-1%,1%,2%,26%,.,18%,3%,0%,-5%,-2%,.
COc1cc(/C=N/NC(=S)NCCc2ccccc2)cc(OC)c1OC,-4%,1%,27µM*,-1%,9%,13µM*,?,0%,4%,-3%,-64%
COc1cc2c(cc1OC)C(c1ccncc1)CC(=O)N2 (configuration not stated),0%,0%,4%,2%,-9%,1%,?,5%,1%,-3%,0%
Cc1nn(-c2ccccc2)c(Cl)c1/C=N/NC(=O)c1ccc(NS(=O)(=O)c2cccs2)cc1,-1%,-3%,0.85µM*,?,.,-16%,-28%,-6%,?,?,.
CCOC(=O)C(=O)Nc1cc(C)on1,11%,7%,1.7µM*,2.8µM*,4%,30%,-22%,-5%,?,1.6µM*,-23%
Cc1ccc(-c2noc(CN3CCN(Cc4ccccc4)CC3)n2)cc1,2%,-6%,2%,-2%,.,11%,1%,-6%,0%,2%,8%
CN(C)c1ccc(P(=O)(Nc2cccc(C(F)(F)F)c2)N2CCOCC2)c(NC(=O)c2cccs2)c1 (configuration not stated),-8%,-5%,-8%,1%,3%,12%,-10%,1%,-2%,2%,-66%
CCOCCCNC(=O)CCN1C(=O)c2ccccc2Sc2ncccc21,-6%,-5%,3%,-5%,-1%,-11%,8%,-11%,1%,-3%,3%
CCCCN(C)CCCNC(=O)C1(O)c2ccccc2NC(=O)N1c1ccc(Cl)cc1 (configuration not stated),2%,4%,2%,-11%,-5%,-19%,-5%,10%,-1%,18%,-3%
O=C(NCc1ccco1)C1CCC(CNS(=O)(=O)c2cccc3cccnc23)CC1 (configuration not stated),-7%,-1%,1%,-4%,-26%,18%,3%,-15%,3%,-2%,1%
CCC(=O)Nc1cc(C)c(NC(=O)c2ccccc2OC)cn1,5%,8%,-10%,4%,7%,7%,2%,-6%,19%,0%,?
FC(F)(F)c1cc(C(F)(F)F)c2ccc(N3CCN(c4ncccn4)CC3)nc2n1,0%,-12%,1%,-4%,2%,3%,-3%,-6%,-2%,0%,2%
CCCN1C(=O)C(O)(C/C(C)=N/O)c2ccccc21 (configuration not stated),2%,5%,17%,-3%,2%,-1%[10 µM],0%,8%,0%,-12%,18%
O=S(=O)(c1ccc(S(=O)(=O)N2CCN3CCCC3C2)cc1)N1CCCC1 (configuration not stated),13%,-4%,1%,1%,16%,-34%,-16%,12%,-1%,-4%,1%
O=C(Nc1ccc2c(c1)OCO2)C(c1ccccc1)N1CCCCC1 (configuration not stated),0%,0%,-1%,1%,7%,0%,3%,12%,-6%,-3%,0%
CCOc1ccc(-c2nc(-c3ccncc3)no2)cc1OCC,0%,?,-14%,8%,5%,21%,4%,3%,17%,13%,?
COC(=O)c1c(C)nn(-c2ccccc2)c1-n1cccc1,5%,-1%,-1%,0%,0%,-6%,0%,1%,-6%,-7%,-6%
CC(C)C(CCN1C(=O)CCC1=O)C1CCOC(C)(C)C1 (configuration not stated),-1%,15%,3%,-2%,2%,-3%,0%,0%,-2%,0%,2%
COc1ccc(NC(=O)c2ccc3ccccc3n2)cc1S(=O)(=O)Nc1ccccc1Cl,.,0%,-1%,-7%,-7%,35%[10 µM],-25%,-4%,-2%,-1%,-18%
CCOc1ccccc1C(=O)Oc1cc(C)[nH]c(=O)c1[N+](=O)[O-],-6%,8%,-4%,-1%,9%,-22%,-1%,-1%,2%,5%,-1%
CC/C(=N\NC(=O)c1c(C)nc2ccccn12)c1ccc(Cl)cc1,-1%,-6%,-1%,3%,0%,?,?,5%,-8%,-2%,9%

# 5 neighbouring compounds from above, quoted:
Molecule,MBNL1-CUG inh,p53 reactivation,FLuc modulator,NPC1 prom act,uPA surface inh,RORgamma inh,Gal4-VP16 FLuc,CXXC DNA block,ELG1 genotoxic,Rab9 prom act,BRCA1 expr up
O=S(=O)(c1ccc(S(=O)(=O)N2CCN3CCCC3C2)cc1)N1CCCC1 (configuration not stated),13%,-4%,1%,1%,16%,-34%,-16%,12%,-1%,-4%,1%
O=C(Nc1ccc2c(c1)OCO2)C(c1ccccc1)N1CCCCC1 (configuration not stated),0%,0%,-1%,1%,7%,0%,3%,12%,-6%,-3%,0%
CCOc1ccc(-c2nc(-c3ccncc3)no2)cc1OCC,0%,?,-14%,8%,5%,21%,4%,3%,17%,13%,?
COC(=O)c1c(C)nn(-c2ccccc2)c1-n1cccc1,5%,-1%,-1%,0%,0%,-6%,0%,1%,-6%,-7%,-6%
CC(C)C(CCN1C(=O)CCC1=O)C1CCOC(C)(C)C1 (configuration not stated),-1%,15%,3%,-2%,2%,-3%,0%,0%,-2%,0%,2%
